Screening data: PubChem, several laboratories
PMI activator – increases human mannose-6-phosphate isomerase activity; activation factor at 20 µM; purified human PMI, coupled resazurin fluorescence, 20 min; stronger effect = higher value; 1 = vehicle control, 0 substrate-free wells; 190,000 compounds, 0.005% hits; P34949;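 active = activation factor of 2 or more at 20 µM, relative to plate controls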
Target sequence (P34949 whole entry, looked up): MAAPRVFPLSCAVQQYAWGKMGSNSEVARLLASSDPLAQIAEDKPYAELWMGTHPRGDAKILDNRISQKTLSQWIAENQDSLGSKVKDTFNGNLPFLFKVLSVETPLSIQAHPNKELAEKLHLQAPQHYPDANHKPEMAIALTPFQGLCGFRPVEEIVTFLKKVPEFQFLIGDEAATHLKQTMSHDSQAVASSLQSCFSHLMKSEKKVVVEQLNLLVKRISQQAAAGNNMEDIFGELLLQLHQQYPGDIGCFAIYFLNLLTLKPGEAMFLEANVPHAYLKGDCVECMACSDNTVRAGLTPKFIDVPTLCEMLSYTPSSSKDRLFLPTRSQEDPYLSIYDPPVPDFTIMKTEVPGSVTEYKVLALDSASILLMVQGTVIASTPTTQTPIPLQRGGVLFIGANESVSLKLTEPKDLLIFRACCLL
Diaphorase inh – diaphorase inhibition or chemical oxidation counter-screen; 190,000 compounds, 0.69% hits; inhibition, % at 20 µM; diaphorase resazurin-to-resorufin fluorescence, NADH, 16 min; bacterial (C. kluyveri) enzyme, not human;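 active = primary screen inhibition at 20 µM above a set limit, cut at about 50% in these data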;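 note: plate controls were DMSO with full reaction for no effect and wells lacking NADH for full effect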
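Test system: Clostridium kluyveri diaphorase enzyme / Quantity: diaphorase at 0.14 U/mL in enzyme working solution / Incubation: 16-min room-temperature incubation before reading / Benchmarks: NADH-free wells as positive control, DMSO-only neutral wells / Signal: resorufin fluorescence 544/590 nm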
TNAP inh hi DEA – inhibitors of human TNAP at high phosphate acceptor concentration | P05186 | purified TNAP, CDP-star luminescence, 1 M DEA | inhibition, % at 20 µM | 200,000 compounds, 0.03% hits | AID 1135;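 active = over 50% inhibition of tissue-nonspecific alkaline phosphatase at 20 µM in the single-dose screen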;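 note: plate controls were DMSO wells for no effect and EDTA-quenched wells as full inhibition for full effect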
G6PDH CS – counter-screen for G6PDH assay hits: L. mesenteroides G6PDH inhibition; inhibition, % at 5 µM; 200,000 compounds, 0.12% hits; Purified L. mesenteroides G6PDH, diaphorase/resazurin coupled fluorescence, 45 min; in the data active = inhibition above about 50%
PMI act hi M6P – increases human PMI activity with near-saturating mannose 6-phosphate. 190,000 compounds, 0.34% hits. P34949. coupled PMI enzyme assay, resazurin fluorescence, 20 min; stronger effect = higher value; 1 = untreated enzyme, 0 = substrate-free blank. AID 1216. activation factor at 20 µM;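 active = activation factor of 2 or more at 20 µM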
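Test system: human phosphomannose isomerase with PGI, G6PDH, diaphorase coupling enzymes; amount: 15 ng/mL PMI; incubation: enzyme reaction with compound 20 min at room temperature; technique: resorufin fluorescence (Ex 544/Em 590 nm) from resazurin via diaphorase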
HMGR II inh – blocks class II HMG-CoA reductase of Enterococcus faecalis. purified E. faecalis HMGR, NADPH absorbance 340 nm kinetic. inhibition, % at 10 µM. 190,000 compounds, 0.41% hits. AID 1066;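 active = inhibition above a set limit, the median over all tested compounds plus 3 SD, cut at about 9.5% in these data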;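 note: enzyme runs in reverse so mevalonate oxidation gives rising NADPH absorbance; 0% = complete reaction with DMSO and 100% = background rate lacking mevalonate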
TNAP act hiacc – TNAP (human) activation, high acceptor; 200,000 tested, under 10 active; purified TNAP, CDP-star luminescence, 1 M DEA, 30 min; stronger effect = higher value; 0 = EDTA background, 1 = DMSO-only activity; activation factor at 20 µM;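 active = activation factor at least 2 at 20 µM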
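Test system – human TNAP · Doses – 20 µM single point · Incubation – 30 min, room temperature · Signal – luminescent substrate turnover signal · Read-out basis – activation factor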
FLuc act counter – firefly luciferase counter-screen for stimulation assays | P08659 | AID 1027 | 200,000 tested, under 10 active | ATPlite luciferase biochemical, luminescence, 10 min; 0 = ATP-free wells, 1 = DMSO control | activation factor at 10 µM;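 active = luciferase activation factor, scaled between plate controls, of at least 2 with compound at 10 µM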
Target sequence (P08659 whole entry, looked up): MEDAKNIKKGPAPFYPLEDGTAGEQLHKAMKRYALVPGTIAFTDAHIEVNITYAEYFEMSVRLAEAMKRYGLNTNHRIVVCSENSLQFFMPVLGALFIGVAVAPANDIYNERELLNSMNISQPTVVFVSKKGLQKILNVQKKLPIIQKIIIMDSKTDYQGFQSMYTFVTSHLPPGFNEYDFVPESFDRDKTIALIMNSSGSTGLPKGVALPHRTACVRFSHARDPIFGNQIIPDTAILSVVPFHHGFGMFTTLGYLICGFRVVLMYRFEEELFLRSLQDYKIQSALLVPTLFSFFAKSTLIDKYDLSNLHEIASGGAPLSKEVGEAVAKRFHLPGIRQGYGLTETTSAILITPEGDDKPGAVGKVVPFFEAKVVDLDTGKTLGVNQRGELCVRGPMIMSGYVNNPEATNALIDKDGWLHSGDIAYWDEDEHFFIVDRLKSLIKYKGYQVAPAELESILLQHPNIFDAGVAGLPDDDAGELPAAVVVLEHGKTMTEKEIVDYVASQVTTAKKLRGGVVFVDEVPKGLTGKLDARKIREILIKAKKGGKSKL
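Assay system: Luciferase/luciferin detection reagent, cell-free biochemical luciferase assay / Also added: ATP substrate / Schedule: 10 min at ambient temperature / Measured by: luminescence measurement of luciferase light output / Benchmarks: low control with PBS replacing ATP, high control enzyme plus ATP without compound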
Diaphorase act – activates diaphorase or chemically reduces, flagging diaphorase assay artifacts; 190,000 compounds, 0.005% hits; Diaphorase/resazurin coupled assay, resorufin fluorescence, 16 min; stronger effect = higher value; 1 = vehicle wells, 0 = NADH-free wells; activation factor at 20 µM;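 active = diaphorase activity raised at least twofold by the compound at 20 µM; inactive = activation factor below 2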
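Measured by – red resorufin fluorescence at 544/590 nm excitation/emission · Test system – Clostridium kluyveri diaphorase, purified enzyme · Incubation – reaction time 16 min, room temperature · Buffer or medium – 50 mM HEPES pH 7.4 with 4.542 mM MgCl2, 0.005% Tween 20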
TNAP inh noacc – TNAP (human) inhibition, acceptor-free conditions; P05186; purified TNAP, CDP-star luminescence, 30 min; inhibition, % at 20 µM; 200,000 compounds, 0.26% hits; AID 1012;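 active = tissue-nonspecific alkaline phosphatase inhibition above about 50% at 20 µM in the single-dose screen, limit read from the data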;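 note: 0% = DMSO negative control and 100% = EDTA positive control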
Starred values were filed as active, the others as inactive; · = not tested or not shown.

SMILES | PMI activator | Diaphorase inh | TNAP inh hi DEA | G6PDH CS | PMI act hi M6P | HMGR II inh | TNAP act hiacc | FLuc act counter | Diaphorase act | TNAP inh noacc
Cc1cccc(NC(=O)C2CCCN(S(=O)(=O)c3cccc4cccnc34)C2)c1 (configuration not stated) | 0.9 | 26.4 | -3.6 | 8.7 | 0.8 | -8.3 | 1 | 1 | 0.7 | -9.3
COc1ccc(NC(=O)CCn2nc(C)cc2C)cc1 | 1 | -1.7 | -5.5 | 34.0 | 1 | 3.6 | 1.1 | 1 | 1 | -5.9
N#C/C(=C\c1ccc(O)c([N+](=O)[O-])c1)c1nc2ccccc2s1 | 0.8 | 96.6* | 25.0 | 4.8 | 1 | -1.7 | 0.8 | 0.9 | 0 | 39.4
COc1cc2c(C(=O)NCc3ccccn3)cn(C)c(=O)c2cc1OC | 1 | 3.2 | -7.8 | 0.0 | 1 | 3.2 | 1.1 | 1.1 | 1 | -14.0
CCn1c(=O)cc(SCC(=O)Nc2ccc(C)cn2)c2ccccc21 | 1 | 12.8 | -4.2 | 4.7 | 0.9 | -3.4 | 1 | 1.1 | 0.9 | 13.6
Cc1ccc(-n2ncc3c2ncn2nc(-c4ccco4)nc32)c(C)c1 | 1 | 3.8 | -2.2 | -0.3 | 1.1 | 3.3 | 1 | 1 | 1 | -1.8
O=S(=O)(c1ccc(Cl)cc1)c1snnc1-c1ccccc1 | 1 | 7.8 | -0.2 | 1.2 | 1 | 1.3 | 1 | 1 | 0.9 | -9.4
CCOc1ccc(/C=C2\N=C(c3cccs3)OC2=O)cc1OC | 1.1 | 4.4 | 2.5 | -5.9 | 1 | -4.4 | 1 | 0.9 | 1 | -0.7
N=c1n(CCc2ccccc2)c2ccccc2n1Cc1ccccc1F | 1 | 2.6 | -0.9 | 5.4 | 1 | -8.2 | 1 | 1 | 1 | -17.8
O=C(O)CC1S/C(=N/N=C/c2ccc([N+](=O)[O-])cc2)N(c2ccc(O)cc2)C1=O (configuration not stated) | 1 | 14.2 | -0.4 | 3.6 | 1 | -1.2 | 1 | 1 | 0.9 | -8.7
Cc1c(Cl)cccc1NC(CC(=O)c1ccccc1)C(=O)OCC(=O)c1cccs1 (configuration not stated) | 0.7 | 20.8 | -1.1 | 22.7 | 0.9 | -5.4 | 1 | 1 | 0.8 | -6.8
CCOC(=O)N1CCC(NC(=S)Nc2ccc3nc(N4CCN(CC)CC4)cc(C)c3c2)CC1 | 1.1 | -17.2 | -3.9 | -5.7 | 0.9 | -3.8 | 1 | 1.1 | 1.2 | -3.0
CCC(=O)c1ccc(OC(C)C(=O)NC2(C#N)CCCCC2)cc1 (configuration not stated) | 0.9 | 0.6 | -4.8 | 5.9 | 1 | -0.8 | 1 | 1 | 1 | -2.3
CCCOc1ccc(N2CC(C(=O)NCCc3ccc(OC)c(OC)c3)CC2=O)cc1 (configuration not stated) | 1 | -2.6 | -7.7 | 8.3 | 1.1 | 2.1 | 1.1 | 1 | 1 | -9.0
Cc1cc2nccc(-c3cccnc3)n2n1 | 1 | 0.3 | 1.6 | 4.2 | 1.1 | -9.6 | 1 | 1 | 1 | -4.1
Clc1ccc(-c2nn3c(-c4ccccc4)nnc3s2)cc1 | 1 | 8.9 | -2.0 | -6.0 | 1 | -4.6 | 1 | 1 | 0.9 | -7.5
Cc1cc(S(=O)(=O)N2CCN(c3ccc(F)cc3)CC2)c(C)s1 | 1 | 12.4 | -2.4 | 11.1 | 1 | -7.1 | 1 | 1 | 0.9 | 27.6
CC(=O)NN1C(=O)c2ccccc2NC1c1ccco1 (configuration not stated) | 1.1 | -3.2 | -1.5 | 1.2 | 1.1 | -1.9 | 1 | 1.1 | 1 | -12.1
COc1ccc(N(CC(=O)Nc2ccc3c(c2)OCO3)S(=O)(=O)c2ccccc2)cc1 | 0.8 | 13.0 | -6.3 | 15.6 | 0.8 | -8.3 | 1.1 | 1 | 0.9 | -15.4
CCN(CCNC(=O)c1cc(C)nn1-c1ccccc1)c1ccccc1 | 0.8 | 24.2 | -3.4 | -9.7 | 0.9 | -4.6 | 1 | 1.1 | 0.8 | -1.1
COCCCn1c(-c2ccccc2)nc2ccccc2c1=O | 1 | 12.8 | -2.0 | 2.0 | 1 | -8.8 | 1 | 1.1 | 0.9 | -10.0
COc1ccc(C(=O)NC=C2C(=O)OC(C)(C)OC2=O)cc1 | 1.3 | -20.5 | -4.0 | 3.5 | 1.2 | -5.9 | 1 | 1.1 | 1.2 | -8.7
Nc1cc2c(cc1C(=O)c1ccccc1)OCCO2 | 0.9 | 8.1 | -0.9 | 8.4 | 0.9 | -3.5 | 1 | 1 | 0.9 | -2.9
COc1ccc(-n2nc3c(c2NC(=O)c2c(-c4ccccc4Cl)noc2C)CS(=O)(=O)C3)cc1 | 1 | 4.9 | -1.3 | -13.8 | 0.9 | 4.5 | 1 | 1 | 1 | -2.8
COC(=O)CSc1nc2cc3c(cc2cc1C)OCO3 | · | · | -2.5 | 4.1 | · | -1.9 | 1 | 1 | · | -8.9

Shown field by field: entries from further up.
N#C/C(=C\c1ccc(O)c([N+](=O)[O-])c1)c1nc2ccccc2s1
  PMI activator: 0.8
  Diaphorase inh: 96.6*
  TNAP inh hi DEA: 25.0
  G6PDH CS: 4.8
  PMI act hi M6P: 1
  HMGR II inh: -1.7
  TNAP act hiacc: 0.8
  FLuc act counter: 0.9
  Diaphorase act: 0
  TNAP inh noacc: 39.4
Nc1cc2c(cc1C(=O)c1ccccc1)OCCO2
  PMI activator: 0.9
  Diaphorase inh: 8.1
  TNAP inh hi DEA: -0.9
  G6PDH CS: 8.4
  PMI act hi M6P: 0.9
  HMGR II inh: -3.5
  TNAP act hiacc: 1
  FLuc act counter: 1
  Diaphorase act: 0.9
  TNAP inh noacc: -2.9
N=c1n(CCc2ccccc2)c2ccccc2n1Cc1ccccc1F
  PMI activator: 1
  Diaphorase inh: 2.6
  TNAP inh hi DEA: -0.9
  G6PDH CS: 5.4
  PMI act hi M6P: 1
  HMGR II inh: -8.2
  TNAP act hiacc: 1
  FLuc act counter: 1
  Diaphorase act: 1
  TNAP inh noacc: -17.8

(cont.)
SMILES | PMI activator | Diaphorase inh | TNAP inh hi DEA | G6PDH CS | PMI act hi M6P | HMGR II inh | TNAP act hiacc | FLuc act counter | Diaphorase act | TNAP inh noacc
CCn1c(SCc2ccccc2)nnc1C1CCCCC1 | 1 | -2.6 | -3.1 | 5.9 | 1.1 | -0.2 | 1 | 1.1 | 1 | -6.3
CCCn1c(SCC(=O)OCc2ccccc2)nc2c1c(=O)n(C)c(=O)n2C | 1.1 | 0.4 | -1.5 | 4.4 | 1 | -3.1 | 1 | 1 | 1 | -9.3
O=C(c1ccco1)N1CCN(/C(=N/S(=O)(=O)c2cccs2)c2ccccc2Cl)CC1 | 0.9 | 10.7 | 1.3 | 2.6 | 0.9 | 2.8 | 1 | 1 | 0.9 | -7.8
CCOc1c(OC(C)=O)ccc(/C=C/c2ccc3cccc(OC)c3n2)c1[N+](=O)[O-] | 0.8 | 17.3 | 11.3 | 2.3 | 0.9 | 3.6 | 0.9 | 1 | 0.8 | -8.5
Cc1ccc(S(=O)(=O)Nc2nncs2)cc1 | 0.9 | 8.2 | -1.8 | 2.3 | 1 | 4.2 | 1 | 1 | 0.9 | -6.3
CCOC(=O)C1CCN(C(=O)c2sc3nc(-c4ccc(F)cc4)cn3c2C)CC1 | 1 | 11.7 | -5.5 | 2.3 | 1 | -5.5 | 1.1 | 1 | 0.9 | -8.7
COc1ccc(CCN=C(N)Nc2nc(C)cc(C)n2)cc1 | 1 | -7.2 | -6.6 | 2.5 | 1 | -0.9 | 1.1 | 1 | 1.1 | -16.5
Cc1cc(OCCN2CCCC2)cc(C(C)C)c1 | 1.1 | 10.4 | -0.7 | 6.9 | 1.1 | -3.5 | 1 | 1.1 | 0.9 | -22.1
O=C(O)C(NS(=O)(=O)c1ccc(F)cc1)c1ccccc1 (configuration not stated) | 1 | 19.8 | -4.9 | 6.8 | 1 | -1.9 | 1 | 1.1 | 0.8 | -6.9
N#Cc1c(NC(=O)CSc2nc(-c3ccccc3)cc(C(F)(F)F)n2)sc2c1CCC2 | 0.8 | 13.9 | -2.4 | 9.7 | 0.9 | 2.3 | 1 | 1.1 | 0.9 | -18.5
COc1cccc2c1OCC(C(=O)NCc1ccc(Cl)cc1Cl)=C2 | 0.8 | 22.4 | -0.1 | 8.9 | 0.8 | -7.8 | 1 | 1.1 | 0.8 | 6.5
CN(CC(=O)N1CCN(c2ccccc2F)CC1)S(=O)(=O)c1cnc[nH]1 | 1.1 | 3.7 | 0.1 | 4.8 | 1.1 | -3.7 | 1 | 1 | 1 | 7.0
Cc1ccc(C)c(NC(=O)CCN2CCc3ccccc3C2)c1 | 1 | 7.1 | -2.0 | 9.5 | 1 | -2.8 | 1 | 1 | 0.9 | -0.3
O=C(Nn1c(-c2ccncc2)nc2ccccc2c1=O)c1ccccc1Br | 1 | -0.3 | 1.6 | 3.9 | 1 | 3.4 | 1 | 1 | 1 | -4.5
CCN(CC)CCCNc1nc2cc(OC)c(OC)cc2c2nc(-c3cccnc3)nn12 | 1 | 0.0 | -5.0 | 5.3 | 1 | -3.0 | 1.1 | 1.1 | 1 | -0.8
NS(=O)(=O)c1ccc(N2CCCC2=O)c([N+](=O)[O-])c1 | · | · | -1.6 | 13.9 | · | -3.9 | 1 | 1 | · | -7.9
CCn1c(SCC(=O)Nc2nccs2)nnc1-c1ccncc1 | 0.9 | 14.3 | -3.4 | 3.6 | 0.9 | -6.6 | 1 | 1.1 | 0.9 | -2.0
Cc1ccc(-c2nc3cnccn3c2Nc2ccc3c(c2)OCO3)o1 | 0.7 | 26.5 | 2.2 | -6.8 | 0.7 | 0.8 | 1 | 1 | 0.7 | -9.0
c1ccc(NC2=Nc3ccccc3CS2)cc1 | 1 | 11.8 | -10.8 | 2.4 | 0.9 | -10.4 | 1.1 | 0.9 | 0.9 | -17.3
Cc1ccc(NC(=O)CN(C)C(=O)CSc2nncn2C)cc1 | 1 | 2.1 | -9.4 | 0.8 | 1 | -0.4 | 1.1 | 1 | 1 | -13.0
CC(C)(C)NS(=O)(=O)c1ccc2nc(NC(=O)Cc3cccs3)sc2c1 | 0.9 | 14.7 | 4.7 | 5.5 | 0.9 | -2.6 | 1 | 1 | 0.9 | -1.0
COc1ccc(Br)cc1C1CC(=O)N2CN(C)CSC2=C1C#N (configuration not stated) | 0.7 | 42.9 | -1.6 | 20.0 | 0.5 | -3.8 | 1 | 1 | 0.6 | -11.0
CC(C)c1nnc(NC(=O)C2CCN(S(=O)(=O)c3ccc(-n4cnnn4)cc3)CC2)s1 | 0.9 | 8.6 | -2.3 | 6.4 | 0.9 | -4.2 | 1 | 1.1 | 0.9 | 5.0
